Assay outcomes as filed in PubChem.
KCNQ2 block: KCNQ2 potassium channel inhibitors, primary screen, cell-based, CHO-K1, FluxOR thallium flux, B-score (AID 2156); O88943; 20 min; active compounds read low; B-score at 10 µM; 310,000 compounds, 1.1% hits;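 active means fluorescence ratio B-score at most minus 3 library SDs, with starting brightness B-score within 2 library SDs, cut at about -5.5 in these data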
Target sequence (O88943 whole entry, looked up): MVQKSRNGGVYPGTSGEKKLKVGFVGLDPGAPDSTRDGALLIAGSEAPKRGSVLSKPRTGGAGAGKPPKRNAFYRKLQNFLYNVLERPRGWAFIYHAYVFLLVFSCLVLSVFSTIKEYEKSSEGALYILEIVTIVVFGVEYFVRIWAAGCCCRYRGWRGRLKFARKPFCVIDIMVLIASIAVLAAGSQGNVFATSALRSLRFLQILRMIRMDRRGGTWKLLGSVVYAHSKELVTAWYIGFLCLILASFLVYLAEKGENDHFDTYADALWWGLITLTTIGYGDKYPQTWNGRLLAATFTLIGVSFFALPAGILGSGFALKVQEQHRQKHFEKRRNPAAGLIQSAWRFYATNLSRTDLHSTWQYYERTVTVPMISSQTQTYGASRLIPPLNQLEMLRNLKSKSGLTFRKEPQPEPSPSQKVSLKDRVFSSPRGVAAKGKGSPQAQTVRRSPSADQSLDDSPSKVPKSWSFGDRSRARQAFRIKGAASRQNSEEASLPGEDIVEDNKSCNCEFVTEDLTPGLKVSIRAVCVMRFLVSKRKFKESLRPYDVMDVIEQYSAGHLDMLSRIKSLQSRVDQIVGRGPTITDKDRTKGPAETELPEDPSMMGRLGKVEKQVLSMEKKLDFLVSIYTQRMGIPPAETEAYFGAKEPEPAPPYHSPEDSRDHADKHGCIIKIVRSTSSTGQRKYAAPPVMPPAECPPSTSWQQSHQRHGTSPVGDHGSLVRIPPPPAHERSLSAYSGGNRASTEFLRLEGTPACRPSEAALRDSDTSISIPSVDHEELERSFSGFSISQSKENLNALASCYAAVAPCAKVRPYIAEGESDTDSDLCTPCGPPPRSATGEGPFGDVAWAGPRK
Kir21 block: blocks the mouse Kir2.1 inward-rectifier potassium channel; HEK293-Kir2.1, FluxOR thallium flux fluorescence; active compounds read low; B-score at 10 µM; 310,000 compounds, 0.85% hits; P35561;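 active means fluorescence ratio B-score at or below minus 3 SD of library scores, with starting-brightness B-score within 2 SD, cut at about -4.2 in these data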;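 further: channel flux triggered by added potassium and thallium sulfate stimulus; B-score of peak minus minimum fluorescence over baseline after thallium stimulus; more negative B-score means stronger Kir2.1 block with less thallium influx; some compounds called inactive have numbers as strong as hits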
Active calls of the source: *; i = inactive.

KCNQ2 block	Kir21 block	Molecule
i	0.8	O=C1CC(N2CCC(c3nc4ccccc4o3)CC2)C(=O)N1c1ccc(F)cc1 (stereo not drawn)
i	-0.04	CSc1ccc(Cl)c(C(=O)OCC(=O)Nc2ccccc2OC(F)F)c1
i	-0.19	CCOc1ccccc1N(CC(=O)Nc1ccc(S(=O)(=O)N2CCCC2)cc1)S(C)(=O)=O
i	-0.85	O=C(O)C1C2CCC(O2)C1C(=O)NCCC1=CCCCC1 (stereo not drawn)
i	-0.14	CCOc1ccc(/C=N/n2c(COc3ccccc3)n[nH]c2=S)cc1OC
i	-1.23	CCOc1cc(S(=O)(=O)N2CC=C(c3ccc(F)cc3)CC2)c(OCC)cc1-n1cnnn1
i	0	CCOc1ccc(NC(=O)Cn2c(=O)n(CCCC(=O)NC3CCN(Cc4ccccc4)CC3)c(=O)c3ccccc32)cc1
i	-1.95	COCc1nnc(NC(C)=O)s1
i	1.56	O=c1c2ccccc2nc(/C=C/c2ccccc2)n1CCc1ccccc1
i	-0.71	COc1ccc(N(C(=O)c2ccco2)C(C(=O)NC2CCCC2)c2ccc(N3CCOCC3)cc2)c(OC)c1 (stereo not drawn)
i	0.73	COC(=O)c1ccc(CSc2nc3c(c(=O)n2-c2ccccc2)SCC3)o1
i	-0.19	Cc1ccccc1Nc1nnc(SCC(=O)c2c(N)n(C)c(=O)n(C)c2=O)s1
i	-1.19	CCc1ccc(NC(=S)Nc2ccc(S(=O)(=O)Nc3ncccn3)cc2)cc1
i	-1.58	CCOC(=O)c1c(NC(=O)CSc2ncnc3ccccc23)sc(C(C)=O)c1C
i	-3.24	O=C(c1cc2cc(F)ccc2[nH]1)N(Cc1cccnc1)CC1CCCN(C2CCCCC2)C1 (stereo not drawn)
i	0.58	O=C(Nc1nc2ccc(F)cc2s1)c1ccc(N2CCCC2=O)cc1
i	1.58	COc1cccc(NC(=O)NC2(C(=O)N3CCC(O)CC3)CCCCC2)c1
i	0.01	Cc1cc(N2CCN(c3ccccc3)CC2)n2cc(-c3ccccc3)nc2n1
i	0.81	CCOc1ccccc1N1CCN(C(=O)CC(C)C)CC1
i	-0.58	Cc1cccc(N2CCN(C(=O)c3ccccc3NC(=O)C3CCCCC3C(=O)O)CC2)c1 (stereo not drawn)
i	0.23	CN(Cc1ccccc1)S(=O)(=O)c1ccc(NC(=S)NC(=O)C2CCCC2)cc1
i	0.61	CN(C)C(=S)Nc1ccc([N+](=O)[O-])cc1
i	-0.58	O=C(CC12CC3CC(CC(C3)C1)C2)Nc1cccc2ncccc12
i	1.79	COc1ccc(-n2nnnc2SCC(=O)Nc2cc(OC)c([N+](=O)[O-])cc2C)cc1
i	0.12	Cn1c(=O)c2c(nc(SCC(=O)N3CCCCCC3)n2C)n(C)c1=O
i	0.67	O=C(CNC(=O)c1ccc(Cl)c([N+](=O)[O-])c1)OC1CCCCC1=O (stereo not drawn)
i	-0.46	CC(C)(Oc1ccc(Cl)cc1)C(=O)Nc1cccnc1
i	0.55	CCCCc1cc(=O)oc2cc(OC(C)C(=O)NCC3CCC(C(=O)O)CC3)c(Cl)cc12 (stereo not drawn)
i	-0.47	CSc1cc(C)n(-c2ccc(Cl)cc2)c(=S)c1C(C)=O
i	0.01	CC(C)C(C)(C#N)NC(=O)CSc1nc2scc(-c3ccccc3)c2c(=O)[nH]1 (stereo not drawn)
i	2.24	CN(Cc1nccs1)C(=O)C1CCC(=O)N(CCCc2ccccc2)C1 (stereo not drawn)
i	0.87	CCC(=O)N1CCc2cc(S(=O)(=O)CCC(=O)N3CCN(c4ccc(C(C)=O)cc4)CC3)ccc21
i	-2.18	COc1cc(OC)c(-n2c(C)cc(C=O)c2C)cc1Cl
i	0.12	CCOc1ccccc1NC(=O)CN(c1ccc(OC)cc1OC)S(=O)(=O)c1ccccc1[N+](=O)[O-]
i	0.14	O=C(CN1C(=O)C(=O)N(C2CCCC2)C1=O)Nc1ccc(N2CCOCC2)cc1
i	-0.75	CCOc1ccc(S(=O)(=O)Nc2cc(F)ccc2F)c2cccnc12
i	1.45	C1CC2CN(c3nc4nonc4nc3N3CCSCC3)CCN2C1 (stereo not drawn)
i	0.37	COc1cc2c(cc1OC)C(C)N(S(=O)(=O)c1cn(C)cn1)CC2 (stereo not drawn)
i	0.59	COc1ccccc1-n1c(SCC(N)=O)nnc1-c1ccc(S(=O)(=O)N2CCCCC2)cc1
i	0.39	CN1Cc2cc(C(=O)c3ccccc3O)cnc2NC1=O
i	1.08	COc1ccc(/C=N/NC(=O)c2ccc(CN3C(=O)c4cccc5cccc3c45)cc2)cc1O
i	1.31	CC1CCCC(C)N1C(=O)Cn1nnc(-c2ccc([N+](=O)[O-])cc2)n1 (stereo not drawn)
i	0.37	O=C(Cc1ccc(Cl)cc1)NC1CCCCCC1
i	0.39	Cc1cc(-c2c(C)[nH]n(-c3ccc(Cl)cc3)c2=O)n(-c2ccccc2)n1
i	0.47	COc1cc2c(cc1OC)/C(=C/C(=O)c1ccc([N+](=O)[O-])c(C)c1)NCC2
i	0.16	COc1cc(CCN2C(=O)c3cccc4cccc(c34)C2=O)c(S(=O)(=O)NCCCO)cc1OC
i	-2.11	CN(C)c1oc(-c2ccc(OCc3ccccc3)cc2)nc1C#N
i	-0.37	Cc1ccccc1SCC(=O)NNC(=O)c1ccccc1O
i	-0.95	COc1ccccc1NC(=O)c1cc(S(=O)(=O)N2CCCCCC2)ccc1F
i	-2.14	CCN(CC)c1ccc(C=C(c2nnnn2-c2ccccc2)c2nnnn2-c2ccccc2)cc1
i	-0.59	Cc1ccc(S(=O)(=O)N2CCN(C(=O)CC3CCCC3)CC2)cc1
i	0.61	COc1ccc(CCNC(=O)CN(c2ccccc2)S(C)(=O)=O)cc1OC
i	-0.36	COc1ccc(OC)c(NC(=O)C2CCCN2C(=O)C2CCC(C)CC2)c1 (stereo not drawn)
i	0.14	Cc1ccc(CSc2nc3nc(C)cc(C)n3n2)cc1
i	2.74	COc1ccc(NC(=O)Cn2c(=O)oc3cc(S(=O)(=O)N4CCCC4)ccc32)cc1
i	1.39	Cc1c(Cl)cccc1NC(=O)Cn1c(CCC(=O)O)ccc1-c1ccccc1
i	-0.41	CC(=O)Nc1ccc(-c2csc(NC(=O)C3CC(=O)N(c4ccc5c(c4)OCCO5)C3)n2)cc1 (stereo not drawn)
i	0.23	C=CCNc1nc(=S)[nH]c2cc(OC)c(OC)cc12
i	-3.97	Cc1cc(OCC(=O)Nc2cccc(S(=O)(=O)NC3=NCCCCC3)c2)ccc1Cl
i	-0.83	Cc1ccc2[nH]c3c(c2c1)CNCC3

(list continues)
KCNQ2 block	Kir21 block	Molecule
i	-0.99	Cc1ccc(C(=O)N/C(=C\c2cn(S(=O)(=O)N(C)C)c3ccccc23)C(=O)N2CCCC2)cc1
i	-0.39	Cc1ccc(Cl)cc1NS(=O)(=O)c1cn(C)nc1C
i	0.8	Cc1ccc(S(=O)(=O)N2CCN(C(=O)c3ccccn3)CC2)cc1
i	0.15	Cc1ccc2c(c1)nnn2C1CCN(C(=O)NCc2ccccc2)CC1
i	-0.07	C=CCSC1=N/C(=C\c2ccc3c(c2)OCO3)C(=O)S1
i	-1	CCOC(=O)c1oc2ccccc2c1NC(=O)COc1ccc(F)cc1
i	0.45	COC1=C(c2ccccc2)C(=O)c2ccccc2C1=O
i	-0.3	CCc1nc2scc(-c3ccc(C)cc3)c2c(=O)n1N
i	0.05	CC(=O)c1sc(NC(=O)c2cnc(Cl)c(Cl)c2)nc1C
i	-0.15	O=C(CCCc1cccs1)NCCc1c[nH]c2ccccc12
i	1.03	N=C1/C(=C/c2cccn2-c2ccc([N+](=O)[O-])cc2)C(=O)N=C2SC=CN12
i	1.6	Cc1nnc(SC(C)C(=O)Nc2ccc(S(=O)(=O)N3CCCCCC3)cc2)s1 (stereo not drawn)
i	0.37	Cc1ccc(OCC(=O)NC(=S)Nc2cccc(NC(=O)c3ccccc3)c2)cc1
i	0.18	COC(=O)NNC1=CC(=O)CC(C)(C)C1
i	-0.25	Cc1cc(Nc2cccc(Cl)c2C)n2ncnc2n1
i	-0.67	CC1(C(=O)O)CCC(C(=O)NCCc2ccccc2)C1(C)C (stereo not drawn)
i	0.24	Cc1ccc2[nH]nc(C(=O)N3CCCC(C(=O)c4ccc(Cl)cc4)C3)c2c1 (stereo not drawn)
i	-1.45	O=C(COC(=O)CCc1nc2ccccc2n1-c1ccccc1)Nc1ccc(N2CCCCC2)cc1
i	-0.6	O=C(NCC1CCCO1)Nc1ccc2c(c1)OCO2 (stereo not drawn)
i	2.53	c1ccc(-n2ncc3c(NCc4ccc5c(c4)OCO5)ncnc32)cc1
i	-1.03	CCOc1nc(Nc2ccc(OC)cc2)nc(OCC)n1
i	0.45	Clc1ccc(OCc2nnnn2-c2ccccc2)cc1
i	0.84	CC1=NN(C(C#N)c2c(C)nn(Cc3ccccc3)c2C)C(C)(C)C1 (stereo not drawn)
i	0.55	COc1ccccc1OCCn1cc(C#N)c2ccccc21
i	-0.35	CCCCNC(=O)CCC(=O)NNc1nc2ccccc2c2nc(C)nn12
i	0.97	CN(CC(=O)Nc1cccc(F)c1)C(=O)c1ccc(N2CCCC2)c([N+](=O)[O-])c1
i	0.03	Cc1noc(NS(=O)(=O)c2ccc(NC(=O)C34CCC(CC3)C4)cc2)c1C
i	1.1	Cc1nn(CC(=O)NCCCc2ccccc2)c(=O)c2cccn12
i	1.37	CCOc1ccc(CN(C)C(=O)[C@H](C)NC(=O)c2ccco2)cc1OC
i	0.37	CCCCC1=CC2=CC(=O)C(C)(O)C(=O)C2=CO1 (stereo not drawn)

Laid out differently: entries from further up
SMILES	KCNQ2 block	Kir21 block
Cc1ccc2[nH]nc(C(=O)N3CCCC(C(=O)c4ccc(Cl)cc4)C3)c2c1 (stereo not drawn)	i	0.24
O=C(COC(=O)CCc1nc2ccccc2n1-c1ccccc1)Nc1ccc(N2CCCCC2)cc1	i	-1.45
O=C(NCC1CCCO1)Nc1ccc2c(c1)OCO2 (stereo not drawn)	i	-0.6
c1ccc(-n2ncc3c(NCc4ccc5c(c4)OCO5)ncnc32)cc1	i	2.53
CCOc1nc(Nc2ccc(OC)cc2)nc(OCC)n1	i	-1.03
Clc1ccc(OCc2nnnn2-c2ccccc2)cc1	i	0.45
CC1=NN(C(C#N)c2c(C)nn(Cc3ccccc3)c2C)C(C)(C)C1 (stereo not drawn)	i	0.84
COc1ccccc1OCCn1cc(C#N)c2ccccc21	i	0.55
CCCCNC(=O)CCC(=O)NNc1nc2ccccc2c2nc(C)nn12	i	-0.35
CN(CC(=O)Nc1cccc(F)c1)C(=O)c1ccc(N2CCCC2)c([N+](=O)[O-])c1	i	0.97
Cc1noc(NS(=O)(=O)c2ccc(NC(=O)C34CCC(CC3)C4)cc2)c1C	i	0.03
Cc1nn(CC(=O)NCCCc2ccccc2)c(=O)c2cccn12	i	1.1
CCOc1ccc(CN(C)C(=O)[C@H](C)NC(=O)c2ccco2)cc1OC	i	1.37
CCCCC1=CC2=CC(=O)C(C)(O)C(=O)C2=CO1 (stereo not drawn)	i	0.37

Carrying on.
KCNQ2 block	Kir21 block	Molecule
i	0.36	Cc1cc(=O)oc2cc(NC(=O)c3cc([N+](=O)[O-])ccc3N3CCOCC3)ccc12
i	1.68	CCCC1(CCC)NC(=O)N(CC(=O)N2CCN(C(=O)c3ccco3)CC2)C1=O
i	0.71	CCOc1cc(/C=N/NC(=O)c2nnn(-c3nonc3N)c2C)ccc1OCc1cccc(F)c1
-9.53*	0.67	CNC(=O)c1ccc(-c2sc3nc(N4CCOCC4)c4c(c3c2N)CCCC4)o1
i	-0.61	N#CCC(=O)N/N=C\c1cccc(OC/C=C/c2ccccc2)c1
i	0.44	O=C(NCc1ccc2c(c1)OCO2)c1nnc(Cc2ccc(Cl)cc2)o1
-7.03*	-1.17	COc1ccccc1N1CCN(/N=C/c2cccc(Cl)c2)CC1
i	-1.61	CCCCS(=O)(=O)N1CCCC(C(=O)Oc2ccccc2OC)C1 (stereo not drawn)
-7.52*	-0.7	COc1cc(C)nc(OCCNC(=O)COc2ccc(Cl)cc2C)n1
i	2.34	c1nnc2c3c4c(sc3ncn12)CCC4
i	1.71	Cc1ccc(N(C(=O)CCl)C(C(=O)NC2CCCCC2)c2cccnc2)cc1C (stereo not drawn)
i	0.27	O=C(N/N=C\c1cc(Br)c(Br)o1)C1COc2ccccc2O1 (stereo not drawn)
i	0.1	COc1ccc(CCNS(=O)(=O)c2cccc(C(=O)O)c2)cc1OC
i	0.19	Cc1ccc(NC(=O)CS(=O)(=O)c2cn(C)c3ccccc23)c(C)c1
i	-0.22	COc1cc2c(c(O)c1OC)-c1c(cc(OC)c(OC)c1O)[C@@H](OC(=O)c1ccccc1)[C@@](C)(O)[C@@H](C)[C@@H]2OC(C)=O
i	1.99	CCCn1c(N)c(C(=O)COC(=O)c2c(C)noc2C)c(=O)n(C)c1=O
i	-0.01	CSCC[C@H](Nc1ncnc2sc(C)c(C)c12)C(=O)O
i	2.22	O=C(O)c1cccc2c(-c3ccccc3)c(-c3ccccc3)[nH]c12
i	0.08	COc1ccc2c(Cl)c(C(=O)NCCc3ccc(S(N)(=O)=O)cc3)sc2c1
i	-1.15	Cc1cccc(/C(N)=N/OC(=O)c2ccccc2Cl)c1
i	-2.46	Cc1cccc(NC(=O)CSCC(=O)Nc2cccc(S(=O)(=O)N3CCCCCC3)c2)c1
i	0.01	CNC(=O)/C(=C\c1ccc([N+](=O)[O-])cc1)NC(C)=O
i	-0.51	CC(=O)Nc1ccc(S(=O)(=O)Nc2ccc3c(c2)CCC3)cc1
i	-1.19	Fc1ccc(C2=CC(c3ccco3)n3ncnc3N2)cc1 (stereo not drawn)
i	0.09	COc1ccc(CN2CCN(Cc3ccc4cc(F)ccc4n3)CC2CCO)c(C)c1C (stereo not drawn)
i	0.64	O/N=C/c1cn(-c2ccccc2)nc1-c1ccccc1

Single values from the list.
CC(=O)Nc1ccc(-c2csc(NC(=O)C3CC(=O)N(c4ccc5c(c4)OCCO5)C3)n2)cc1 (stereo not drawn) in Kir21 block shows -0.41
CCOc1cc(/C=N/NC(=O)c2nnn(-c3nonc3N)c2C)ccc1OCc1cccc(F)c1 in Kir21 block shows 0.71
